# EBI2 antag: EBI2 (human) antagonism; P32249; inhibition, % at 5 µM; 360,000 compounds, 0.81% hits; EBI2 beta-arrestin recruitment, luminescence, 7a,25-OHC stimulated; in the data active = inhibition above about 38%;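 also: enzyme fragment complementation signal reports receptor beta-arrestin coupling in cells; 0% = agonist plus DMSO wells and 100% = wells without agonist; some results beyond the cut were filed as inactive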
# Gli-Sufu block: antagonists of Gli-Sufu signaling; inhibition, % at 5 µM; 340,000 compounds, 0.74% hits; Sufu-KO-LIGHT fibroblasts, Gli luciferase reporter luminescence;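 active = inhibition above about 55%, limit read from the data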;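 also: 0% = DMSO-treated cells and 100% = wells with medium but no cells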
# APJ antag: antagonists of human APJ apelin receptor | P35414 | CHO-K1 APJ beta-arrestin complementation, luminescence | inhibition, % at 20 µM | 330,000 compounds, 0.32% hits | AID 2521;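 active = inhibition above about 40% at 20 µM, limit read from the data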;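 also: cells challenged with 10 nM apelin-13 agonist together with compound; plate controls were apelin-13 plus DMSO wells for no effect and DMSO wells lacking apelin-13 for full effect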
# CXCR6 inh: blocks human CXCR6 beta-arrestin recruitment; CHO-K1 PathHunter CXCR6 beta-arrestin, luminescence; inhibition, % at 20 µM; O00574; 360,000 compounds, 0.36% hits; in the data active = inhibition above about 34%, passing the limit was not always enough;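 also: antagonist mode with CXCL16 agonist at 10 nM final; 0% = 10 nM CXCL16 with DMSO and 100% = unstimulated wells without agonist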
# Target sequence (O00574 whole entry, looked up): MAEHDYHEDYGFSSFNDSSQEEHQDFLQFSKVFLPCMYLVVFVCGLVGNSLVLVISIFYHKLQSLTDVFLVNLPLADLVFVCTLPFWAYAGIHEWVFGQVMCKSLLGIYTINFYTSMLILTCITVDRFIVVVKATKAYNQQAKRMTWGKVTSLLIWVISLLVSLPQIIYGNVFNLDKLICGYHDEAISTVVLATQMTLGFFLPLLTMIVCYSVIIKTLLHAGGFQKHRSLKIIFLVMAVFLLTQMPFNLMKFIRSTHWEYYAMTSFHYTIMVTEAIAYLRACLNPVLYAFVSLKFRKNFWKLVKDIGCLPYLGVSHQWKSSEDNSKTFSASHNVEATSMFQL
# APJ ag: agonists of human APJ apelin receptor | P35414 | 330,000 compounds, 0.11% hits | AID 2520 | CHO-K1 APJ PathHunter beta-arrestin, luminescence; 0% DMSO wells, 100% apelin | activation, % at 20 µM;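 active = activation more than six SD over the plate average, tested at 20 µM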;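 also: 0% = DMSO alone and 100% = apelin-13 at 10 nM; some results filed as inactive read as strong as hits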
#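 Test system: CHO-K1 APJ beta-arrestin complementation cell line. Amount: cell density 1000 per well. Controls: DMSO negative, 10 nM Apelin-13 positive. Signal: luminescent beta-gal fragment complementation, chemiluminescent substrate. Read-out basis: agonist-driven arrestin binding to APJ. Timing: compound stimulation 90 min at 25 °C, detection 60 min.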
# CCR6 antag: blocks CCL20-driven beta-arrestin recruitment at human CCR6 | CHO-K1 CCR6 PathHunter beta-arrestin, luminescence, CCL20-stimulated | inhibition, % at 20 µM | 340,000 compounds, 0.49% hits | AID 493098;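 active = compounds whose inhibition of the agonist-driven luminescence signal at 20 µM reaches about 50%, limit read from the data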;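 also: cells stimulated with CCL20 at 14 nM final; plate controls were DMSO with CCL20 for no effect and DMSO without agonist for full effect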
# UBC13 inh: inhibitors of human UBC13 polyubiquitin chain formation; P61088; TR-FRET; inhibition, % at 20 µM; 330,000 compounds, 0.47% hits; AID 485273; in the data active = inhibition above about 45%, passing the limit was not always enough
# Target sequence (P61088 whole entry, looked up): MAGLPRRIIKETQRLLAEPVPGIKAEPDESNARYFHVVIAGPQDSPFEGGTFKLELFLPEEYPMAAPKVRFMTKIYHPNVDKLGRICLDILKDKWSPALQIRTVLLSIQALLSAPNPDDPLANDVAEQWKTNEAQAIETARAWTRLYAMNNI
# ATG4B inhibitor: inhibitors of human ATG4B cysteine protease | Q9Y4P1 | ATG4B cleavage of LC3-PLA2, NBD-HPC fluorescence, 1 h | inhibition, % at 8.33 µM | 340,000 compounds, 0.51% hits | AID 504462; in the data active = inhibition above about 40%
# Target sequence (Q9Y4P1 whole entry, looked up): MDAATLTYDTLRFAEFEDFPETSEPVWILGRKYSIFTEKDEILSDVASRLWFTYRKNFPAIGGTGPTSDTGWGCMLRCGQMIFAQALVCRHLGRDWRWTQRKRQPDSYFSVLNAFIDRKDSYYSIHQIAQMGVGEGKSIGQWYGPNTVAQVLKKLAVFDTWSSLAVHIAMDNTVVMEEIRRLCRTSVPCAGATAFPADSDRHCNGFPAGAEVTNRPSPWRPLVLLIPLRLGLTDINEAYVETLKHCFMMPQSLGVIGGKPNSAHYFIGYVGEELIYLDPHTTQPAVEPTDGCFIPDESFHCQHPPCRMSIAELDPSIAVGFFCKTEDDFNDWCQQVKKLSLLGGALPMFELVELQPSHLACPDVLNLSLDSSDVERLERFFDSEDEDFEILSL
# * marks the source's active call; other numbers are inactive results; . = no result given.
SMILES,EBI2 antag,Gli-Sufu block,APJ antag,CXCR6 inh,APJ ag,CCR6 antag,UBC13 inh,ATG4B inhibitor
CNC(=O)CN1C(=O)c2ccccc2S1(=O)=O,-10,5,-7,2,-4,-1,-5,-3
S=c1[nH]nc(-c2ccccc2)n1/N=C/c1c[nH]c2ccccc12,7,2,-24,4,-2,18,8,-6
COC(=O)c1cn(C(=O)c2cccs2)c2ccccc12,-5,-6,8,3,-2,0,12,0
C=C(C)[C@@H]1CC[C@]2(C(=O)O)CC[C@]3(C)C(CCC4[C@@]5(C)CC[C@H](O)C(C)(C)C5CC[C@]43C)C12 (stereo partly specified),-4,-23,4,2,2,-12,-30,-9
Fc1ccccc1-c1nc(-c2ccc(Br)o2)no1,3,24,-23,1,-4,13,0,13
O=C(CS(=O)(=O)c1ccccc1)Nc1ccccc1Br,-5,4,.,-2,.,-2,.,-1
COC(=O)c1cn(NC(=O)Cc2cccc(C(F)(F)F)c2)c(=O)c2ccccc12,2,0,11,3,-1,13,5,9
Cc1ccc(-c2[nH]c3ccccc3c2SCCN)cc1,-3,-2,-12,3,6,12,-6,-7
CS(=O)(=O)c1ccccc1C(=O)Nc1ccc2sccc2c1,3,7,1,5,-4,14,10,-10
CCOC(=O)N1CCN(c2c(N3CCC(N4CCCCC4)CC3)c(=O)c2=O)CC1,-3,4,-12,2,-2,1,0,3
CCOC(=O)c1nnn(-c2nonc2N)c1CS(=O)(=O)c1ccccc1,-1,-2,13,2,-2,-11,-1,1
CSC[C@H](NC(=O)COc1cc2c(c3oc(=O)cc(C)c13)CCC(C)(C)O2)C(=O)O,-2,1,5,-6,-1,5,16,-9
Cc1c(CCC(=O)N2CCC[C@H]2C(=O)O)c(=O)oc2cc3oc4c(c3cc12)CCCC4,-8,7,2,-6,-4,2,-3,-6
COc1ccc(CN2C(=O)c3cccnc3C2=O)cc1S(=O)(=O)NCc1ccc(C)o1,-13,2,-2,-4,-2,2,0,-7
Cc1ccc(C)c(Cn2c(=O)n(C)c(=O)c3sccc32)c1,-5,12,9,2,-1,17,12,-5
CCOc1ncccc1C(=O)NCCN1C(=O)S/C(=C/c2cccs2)C1=O,-7,-13,-13,-5,-2,8,-7,13
CN(C)CCCNS(=O)(=O)c1cc(Cl)ccc1Cl,-11,-1,-18,-7,-5,0,-1,-4
CCOC(=O)Cn1c(=NC(=O)c2ccc([N+](=O)[O-])s2)sc2ccccc21,7,24,-64,8,2,54*,-8,-8
CCn1c(SCC(=O)N2CCN(c3ccccc3F)CC2)nnc1-c1ccoc1C,-1,7,0,-1,-6,-3,-8,-1
O=C(CCN1C(=O)c2ccccc2S1(=O)=O)NCc1ccc(F)cc1,0,-8,-4,0,7,-9,-1,-1
CC1Cc2nc(SCC(=O)Nc3nccs3)n(C)c(=O)c2S1 (stereo unspecified),-8,-6,-3,-1,-2,9,5,12
COc1cc(CCC(=O)Nc2ccc(C)c(S(=O)(=O)N(C)C)c2)cc(OC)c1OC,-10,9,5,-20,1,-6,3,1
CCOC(=O)c1sc(NC(=O)c2ccc(Cl)s2)cc1C,12,-101,-1,-1,-5,1,-3,-6
O=C1C=C(c2ccc3ccccc3c2)C[C@@H](c2ccc(Cl)cc2)C1,74*,17,3,3,-5,16,13,-10
COc1nnc(-c2ccc(C)cc2)c2ccccc12,4,0,17,10,-5,6,4,7
COc1ccc(S(=O)(=O)N2CCC(C(=O)N[C@@H](C)C(=O)NC3CC3)CC2)cc1,-1,17,-4,0,-4,11,-7,16
C/C(=N\NC(=O)C(=O)Nc1cccc(Cl)c1)c1ccncc1,-17,61*,8,-11,-1,6,2,-1
COC(=O)c1ccc(/C=C2/SC(=S)N(CCCC(=O)Nc3ccccn3)C2=O)cc1,-7,9,-14,8,-3,4,-10,-2
CCN1CCN(CC(=O)c2c[nH]c3ccc(C)cc23)CC1,-7,2,-1,-8,-2,-3,-14,-4
CN(CC(=O)Nc1c(Cl)cccc1Cl)C(=O)c1ccncc1,-2,-2,6,-6,-3,-2,2,-7
O=C(NCCCn1ccnc1)c1cc2c(s1)CCCC2,-1,11,16,-12,6,-2,1,0
CCOc1ccc(CCNC(=O)CCc2nc(-c3ccc(OC)cc3)no2)cc1OCC,0,44,5,-4,0,5,1,-10
COc1cc(C(=O)OCC(=O)NC2CCCC2)cc(OC)c1OC,-16,8,8,3,-3,4,5,-6
CC(C)(C)c1ccc(OCC(=O)N2CCCCCC2)c(Br)c1,-2,-12,-2,-5,-3,16,-2,0
CN(C(=O)CC1C(=O)NCCN1Cc1cccc(F)c1F)C1CCOCC1 (stereo unspecified),1,-3,-3,6,9,-8,2,-2
CCOc1ccc2cc(C3CC(c4ccco4)=NN3S(C)(=O)=O)c(Cl)nc2c1 (stereo unspecified),-12,9,-14,7,-2,7,-8,-4
CCOC(=O)Cn1nnc(-c2cccc(OC)c2)n1,-2,0,4,1,-4,4,7,-7
O=C(CS(=O)c1ccc(Br)cc1)N1CCOCC1 (stereo unspecified),-5,2,11,-6,1,8,1,2
Cc1ccc(-n2nc(C)c3c(C)c(CCC(=O)NCC4CCCO4)c(=O)n(C)c32)cc1 (stereo unspecified),12,9,-28,-4,0,9,1,-1
CCN(CC)Cc1c(O)ccc2c(=O)c(-c3ccc4c(c3)OCCO4)coc12,-2,3,11,1,-4,21,16,1
COc1ccccc1/C=C/C(=O)OCC(=O)Nc1ccccc1Sc1ccccc1,2,8,12,0,-1,5,11,-5
CCCCN(C(=O)Oc1ccccc1)C1CCS(=O)(=O)C1 (stereo unspecified),-12,-9,10,-5,-3,-3,5,-2
O=C1CC(NCc2ccc(F)cc2)C(=O)N1c1ccccc1 (stereo unspecified),-11,0,2,0,0,-19,1,-28
CN(CC(=O)Nc1ccc(F)cc1)CC(=O)NC1CCCCC1,-9,7,-11,3,-2,4,7,-6
Cc1cccc(C)c1NC(=O)/C(C#N)=C/c1cccs1,8,-3,-9,7,7,7,-4,9
CC(OC(=O)c1ccc(-n2cnnn2)cc1)C(=O)NCc1ccccc1 (stereo unspecified),-7,7,7,4,2,0,4,0
COCCNC(=S)Nc1cccc2cnccc12,-10,-32,-6,6,0,-9,-6,-3
COc1ccccc1C(=O)NCCC(=O)N(C)CC(=O)Nc1ccc(Cl)cc1,-3,4,12,-4,8,6,5,-13
CCOC(=O)n1c(=O)n(C)c2ccc(Br)cc21,-2,-3,2,1,-1,9,1,-3
CC(Sc1nc2c(cc1C#N)CCCCC2)C(=O)O (stereo unspecified),.,2,1,.,1,-3,19,4
# Following part:
SMILES,EBI2 antag,Gli-Sufu block,APJ antag,CXCR6 inh,APJ ag,CCR6 antag,UBC13 inh,ATG4B inhibitor
CCOc1ccc(C(=O)NCC2CCCO2)cc1OCC (stereo unspecified),0,-3,-4,-2,-2,-10,-1,-1
CCC(C(=O)NC(C)(C)C)N(Cc1cccs1)C(=O)CNS(=O)(=O)c1ccccc1 (stereo unspecified),27,0,-6,3,-3,11,-14,-12
CC(=O)CSc1nnc2cc(C)c3ccccc3n12,-3,1,3,-11,-3,-1,1,-4
CCCOc1ccc(C(=O)C(CCC(CNCC)C(=O)c2ccc(OCCC)cc2)CNCC)cc1 (stereo unspecified),-45,27,.,0,.,47,.,2
CCC(C)NC(=O)CO/N=C/c1ccc(C(=O)OC)cc1 (stereo unspecified),-2,0,31,-4,0,0,1,-11
COC(=O)C(NC(=O)CCC(=O)N[C@@H](C(=O)OC)c1ccccc1)c1ccccc1 (stereo partly specified),6,1,1,5,-3,-6,-4,-7
CC1CCN(C(=O)C2CCN(S(=O)(=O)c3cnc[nH]3)CC2)CC1,-10,1,-14,1,-5,-6,5,-10
O=S(=O)(N/N=C/c1cccnc1)c1ccc(Cl)c(Cl)c1,14,1,8,2,0,5,-7,5
Cn1cc(Br)c(C(=O)NNC(=O)c2cccc(Br)c2)n1,8,18,3,-4,-4,-5,4,5
Cc1cc(C)n2nc(SCc3ncc(-c4ccccc4)o3)nc2n1,-2,-5,-11,-10,1,3,2,1
Cc1ccc2nc(N3CCN(C(=O)c4cccs4)CC3)c(C#N)cc2c1,-1,-5,3,-15,7,-7,-10,-4
Cc1ccc(C2CC(c3ccccc3C)n3nc(N)nc3N2)cc1 (stereo unspecified),-4,-2,-12,12,-4,7,1,-1
COc1cc(-c2c(NC(=O)c3ccco3)oc3c(C)cccc3c2=O)cc(OC)c1OC,9,-6,15,1,-3,4,-11,-4
COC(=O)c1nn(-c2ccccc2)c(=O)cc1O,1,-2,1,-9,-1,-9,-2,-2
Cc1[nH]c2ccccc2c1C(=O)C(=O)NCc1ccco1,-4,-3,-4,-2,-2,4,-5,-3
COc1cccc2c(=O)n(CC(=O)Nc3ccc(F)cc3)ccc12,-3,.,-20,0,-1,0,-2,-2
O=C(CSc1nc2ccccc2o1)N/N=C/c1ccc(O)c(O)c1,4,4,-2,-1,-2,5,14,-5
CCc1ccc(NC(=O)CSc2nc(O)cc(=O)n2C2CCCC2)cc1,-3,2,13,-3,-3,10,-6,7

# Compounds above containing four or more nitrogen atoms, in the order listed:
SMILES,EBI2 antag,Gli-Sufu block,APJ antag,CXCR6 inh,APJ ag,CCR6 antag,UBC13 inh,ATG4B inhibitor
S=c1[nH]nc(-c2ccccc2)n1/N=C/c1c[nH]c2ccccc12,7,2,-24,4,-2,18,8,-6
CCOC(=O)N1CCN(c2c(N3CCC(N4CCCCC4)CC3)c(=O)c2=O)CC1,-3,4,-12,2,-2,1,0,3
CCOC(=O)c1nnn(-c2nonc2N)c1CS(=O)(=O)c1ccccc1,-1,-2,13,2,-2,-11,-1,1
CCn1c(SCC(=O)N2CCN(c3ccccc3F)CC2)nnc1-c1ccoc1C,-1,7,0,-1,-6,-3,-8,-1
CC1Cc2nc(SCC(=O)Nc3nccs3)n(C)c(=O)c2S1 (stereo unspecified),-8,-6,-3,-1,-2,9,5,12
C/C(=N\NC(=O)C(=O)Nc1cccc(Cl)c1)c1ccncc1,-17,61*,8,-11,-1,6,2,-1
CCOC(=O)Cn1nnc(-c2cccc(OC)c2)n1,-2,0,4,1,-4,4,7,-7
Cc1ccc(-n2nc(C)c3c(C)c(CCC(=O)NCC4CCCO4)c(=O)n(C)c32)cc1 (stereo unspecified),12,9,-28,-4,0,9,1,-1
CC(OC(=O)c1ccc(-n2cnnn2)cc1)C(=O)NCc1ccccc1 (stereo unspecified),-7,7,7,4,2,0,4,0
CC1CCN(C(=O)C2CCN(S(=O)(=O)c3cnc[nH]3)CC2)CC1,-10,1,-14,1,-5,-6,5,-10
Cn1cc(Br)c(C(=O)NNC(=O)c2cccc(Br)c2)n1,8,18,3,-4,-4,-5,4,5
Cc1cc(C)n2nc(SCc3ncc(-c4ccccc4)o3)nc2n1,-2,-5,-11,-10,1,3,2,1
Cc1ccc2nc(N3CCN(C(=O)c4cccs4)CC3)c(C#N)cc2c1,-1,-5,3,-15,7,-7,-10,-4
Cc1ccc(C2CC(c3ccccc3C)n3nc(N)nc3N2)cc1 (stereo unspecified),-4,-2,-12,12,-4,7,1,-1
